Source: PubChem BioAssay
GALK inh – inhibits human galactokinase; AID 1347072; Potency, µM (top dose mostly 57.5 µM), inactives show top-dose activity, negative = inhibition, most hits filed as inhibitors; recombinant GALK, Kinase-Glo ATP luminescence, 1 h; 44,000 tested, under 10 active; P51570;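 also: plate controls were full GALK reaction for no effect and reaction lacking GALK for full effect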
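Reactions with and without enzyme served as controls. GALK at 5 nM phosphorylates 100 uM galactose using 35 uM ATP (HEPES pH 8.0, Mg2+) for 1 h at RT, with luminescence read 10 min after adding Kinase-Glo Plus.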
TSG101-PTAP inh – blocks PTAP binding to human TSG101, validation; Q99816; Potency, µM (titrated, usually from 115 µM), inactives show at the top dose activity change, negative = inhibition, most hits filed as inhibitors; Fluorescence polarization, FITC-PTAP peptide/Tsg101, 20 min; 44,000 tested, under 10 active; also: potency is read from the fitted curve at half-maximal effect; 0% is about no effect
Target sequence (Q99816 whole entry, looked up): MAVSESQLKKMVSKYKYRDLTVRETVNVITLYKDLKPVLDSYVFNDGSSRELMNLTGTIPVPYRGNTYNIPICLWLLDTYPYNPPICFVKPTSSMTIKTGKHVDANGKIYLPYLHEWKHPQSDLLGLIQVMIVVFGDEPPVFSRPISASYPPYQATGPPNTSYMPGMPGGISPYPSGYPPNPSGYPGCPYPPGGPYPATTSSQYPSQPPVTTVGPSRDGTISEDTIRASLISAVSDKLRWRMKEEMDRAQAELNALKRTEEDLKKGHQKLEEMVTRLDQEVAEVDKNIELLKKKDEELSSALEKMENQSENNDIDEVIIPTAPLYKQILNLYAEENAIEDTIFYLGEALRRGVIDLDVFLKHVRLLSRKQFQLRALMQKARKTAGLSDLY
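The Tsg101 binding domain, at 10 uM final, is mixed with compound and a FITC peptide bearing the PTAP motif (50 nM final). After 20 min at r.t., polarization is measured; actives defined by CRC class, efficacy cut-off 60% inhibition.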
FH mod – Identification of activators of human fumarate hydratase by quantitative high-throughput screening; Fumarate hydratase, mitochondrial (Homo sapiens), P07954; FH coupled MDH/diaphorase resazurin fluorescence, 15 min; Potency, µM (top dose mostly 79.9 µM), for the others: at the top dose activity change, negative = inhibition, actives largely listed as inhibitors; 54,000 compounds, 0.22% hits; also: potency is read from the fitted curve at half-maximal effect; % is scaled to controls: 0 for no effect and ±100 for the full control effect; the screen sought activators but most active calls are inhibition curves; nearly all actives have a fitted effect of over 45% in size
NTMT1 inhibitor – NTMT1 methyltransferase inhibition; Potency, µM (titrated, usually from 114 µM), for the others: top-dose activity change, negative = inhibition, hits mostly inhibitors; AID 1645870; NTMT1 MTase-Glo SAH luminescence, purified enzyme; 59,000 compounds, 2.5% hits; Q9BV86;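 also: potency is read from the fitted curve at half-maximal effect; plate controls were DMSO vehicle for no effect and no enzyme for full effect; nearly all actives have a fitted effect of over 65% in size; many of its hits are not listed in these tables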
Target sequence (Q9BV86 whole entry, looked up): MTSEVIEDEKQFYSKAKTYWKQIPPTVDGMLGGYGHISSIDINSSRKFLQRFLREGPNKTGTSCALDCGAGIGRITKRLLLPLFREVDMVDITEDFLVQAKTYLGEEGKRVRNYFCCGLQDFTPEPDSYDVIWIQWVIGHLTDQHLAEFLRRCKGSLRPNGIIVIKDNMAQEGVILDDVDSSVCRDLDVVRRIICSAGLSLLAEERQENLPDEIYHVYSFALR
B2AR arrestin ag – agonists recruiting beta-arrestin to human beta2-adrenergic receptor; P07550; HTLA Tango cells, beta-arrestin recruitment, luciferase luminescence, 18 h; 44,000 tested, under 10 active; Potency, µM (series often up to 46.1 µM), without a hit: top-dose activation, most hits filed as activators;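 also: potency is read from the fitted curve at half-maximal effect; 0% = DMSO and full agonism = EC100 isoproterenol or metaproterenol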
Target sequence (P07550 whole entry, looked up): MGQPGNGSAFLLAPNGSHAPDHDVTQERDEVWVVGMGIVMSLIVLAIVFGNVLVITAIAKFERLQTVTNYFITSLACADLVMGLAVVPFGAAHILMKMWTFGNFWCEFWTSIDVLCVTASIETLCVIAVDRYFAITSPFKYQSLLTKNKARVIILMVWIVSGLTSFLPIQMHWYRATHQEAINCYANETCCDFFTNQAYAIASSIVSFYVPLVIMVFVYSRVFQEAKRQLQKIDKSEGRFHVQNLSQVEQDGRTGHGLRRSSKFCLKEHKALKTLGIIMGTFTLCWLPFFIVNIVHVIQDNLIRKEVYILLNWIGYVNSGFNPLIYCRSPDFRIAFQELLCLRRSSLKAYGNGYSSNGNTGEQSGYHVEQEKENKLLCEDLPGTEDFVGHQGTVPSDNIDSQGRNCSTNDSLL
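Luminescence read-out: arrestin recruitment to recombinant beta2-AR releases tTA, inducing luciferase. Cells exposed 18 hr at 37 degrees C to up to 46 microM compound; %Activity from corrected signal, concentration-response curves classified by r2, magnitude and efficacy.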
p53null 32C tox – selectivity test: cytotoxicity in p53 null cells, permissive temperature | 55,000 compounds, 0.62% hits | AID 903 | H1299-neo p53 null cells, ATP luminescence, 24 h, 32C | Potency, µM (titrated, usually from 46.1 µM), without a hit: top-dose activity change, negative = cytotoxicity, hits mostly cytotoxic;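 also: potency is read from the fitted curve at half-maximal effect; 0% = DMSO only and -100% = full killing by 100 µM tamoxifen; nearly all actives have a fitted effect of over 55% in size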
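H1299-neo (p53 null) cells, 600/well, treated 24 h at 32C with compound up to 46 uM; ATPlite luminescence viability, normalized to DMSO and 100 uM tamoxifen; AC50 by Hill fit.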
p53null 39C kill – p53 null cell cytotoxicity, nonpermissive temperature | H1299 p53-null (neo) cells, 39C, ATPlite viability, 24 h | Potency, µM (top dose mostly 46.1 µM), for inactives: at the highest dose activity, negative = cell killing, hits mostly cytotoxic | 55,000 compounds, 0.97% hits | AID 904;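 also: potency is read from the fitted curve at half-maximal effect; 0% = DMSO only and -100% = full killing by 100 µM tamoxifen; nearly all actives have a fitted effect of over 50% in size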
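Following overnight plating at 37C (600 cells/well), H1299-neo or H1299-p53A138V cells are dosed up to 46 uM. Incubation lasts 24 hr at 39C before ATP detection.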
Active calls of the source: *; ? = inconclusive; / = no result given; [ ] = remark or other dose. Calls follow the shape of the dose curve; as a rule, active = well fitted curve in the direction sought with a large enough effect; inconclusive = small, poorly fitted or top-dose-only effect, or another doubt; inactive = no such curve, though single readings can be large; an effect the other way counts as inactive or inconclusive. Not all compounds are listed; the hit share may differ from the screen's.

1. CCCCCNC(=O)c1ccc2c(c1)ncn2-c1cccc(C)c1
2. Cc1ccc(NS(=O)(=O)c2c(C(=O)N3CCC(C)CC3)c(C)n(C)c2C)cc1Cl
3. COc1ccc(C2CC(=O)c3cc(-c4nc(-c5cccc([N+](=O)[O-])c5)cs4)c(=O)n(-c4ccccc4N)c3C2)cc1 (configuration not stated)
4. COc1ccccc1CNC(=O)CC(c1ccc(C)cc1)N1Cc2ccccc2C1=O (configuration not stated)
5. O=C(NCCC1=CCCCC1)c1ccc2c(c1)N(Cc1cccc(Cl)c1)C(=O)c1ccccc1S2(=O)=O
6. CC(=O)Nc1cccc(NC(=O)CSc2cn(CC(=O)N3CCCCCC3)c3ccccc23)c1
7. CCc1ccc(NC(=O)CSc2nccn2-c2cccc(C)c2C)cc1
8. O=c1oc2ccccc2cc1-c1nc(-c2cccs2)no1
assay / entry	1	2	3	4	5	6	7	8
GALK inh	0%	1%	0%	2%	2%	-6%	2%	3%
TSG101-PTAP inh	-3%	0%	-6%	1%	-2%	-3%	2%	1%
FH mod	-2%	?	1%	5%	-10%	-18%	-11%	0%
NTMT1 inhibitor	?	-3%	12%	4%	?	-8%	?	-3%
B2AR arrestin ag	2%	1%	1%	2%	0%	0%	1%	0%
p53null 32C tox	1%	7%	-14%	-5%	-11%	-6%	6%	5%
p53null 39C kill	27%	7%	1%	5%	27%	-24%	24%	1%

Exported with bars between the fields: entries from further up
nr | molecule | GALK inh | TSG101-PTAP inh | FH mod | NTMT1 inhibitor | B2AR arrestin ag | p53null 32C tox | p53null 39C kill
3 | COc1ccc(C2CC(=O)c3cc(-c4nc(-c5cccc([N+](=O)[O-])c5)cs4)c(=O)n(-c4ccccc4N)c3C2)cc1 (configuration not stated) | 0% | -6% | 1% | 12% | 1% | -14% | 1%
2 | Cc1ccc(NS(=O)(=O)c2c(C(=O)N3CCC(C)CC3)c(C)n(C)c2C)cc1Cl | 1% | 0% | ? | -3% | 1% | 7% | 7%
6 | CC(=O)Nc1cccc(NC(=O)CSc2cn(CC(=O)N3CCCCCC3)c3ccccc23)c1 | -6% | -3% | -18% | -8% | 0% | -6% | -24%

Additional structures follow:
9. Cc1ccc(C(c2cccc(Br)c2)c2c(C)[nH]c3ccccc23)s1 (configuration not stated)
10. COc1cccc(CNC(=O)Cn2c(=O)oc3cc(S(=O)(=O)N4CCCCCC4)ccc32)c1
11. CCOC(=O)c1ccc(-c2ccc(/C=C(\C#N)C(=O)Nc3ccc(OCC)cc3)o2)cc1
12. Cc1cccc(Cn2c(=O)n(Cc3ccc4c(c3)OCO4)c(=O)c3oc4ccccc4c32)c1
13. CCc1ccc(CNC(=O)c2cnc3sc(N4CCCC4)nn3c2=O)cc1
14. O=C(Nc1ccc(Br)cc1F)c1cc(S(=O)(=O)NC2CCCC2)ccc1F
15. COc1cccc(CNC(=O)C2CCCN(S(=O)(=O)c3cn(C)cn3)C2)c1 (configuration not stated)
16. Cc1ccc2oc(=O)n(Cc3ccccc3Cl)c2c1
assay / entry	9	10	11	12	13	14	15	16
GALK inh	5%	0%	2%	-9%	1%	1%	-1%	2%
TSG101-PTAP inh	6%	1%	1%	3%	-4%	-9%	-2%	-1%
FH mod	?	-6%	5%	-27%	-4%	3%	-2%	-6%
NTMT1 inhibitor	?	?	15%	-1%	8%	8%	17%	-4%
B2AR arrestin ag	1%	2%	1%	2%	-1%	0%	0%	-3%
p53null 32C tox	9%	7%	-8%	-3%	-3%	-12%	3%	-1%
p53null 39C kill	?	25%	6%	-12%	-20%	16%	-29%	-24%

17. CCOc1ccccc1-c1nc(C(N)=O)c2c(n1)n(-c1ccc3c(c1)OCO3)c(=O)n2C
18. CC(=O)c1cccc(NC(=O)CN(c2cc(C)cc(C)c2)S(=O)(=O)c2c(C)noc2C)c1
19. Cc1ccc(CNc2ccc(-c3nc(-c4ccncc4)no3)cc2[N+](=O)[O-])cc1
20. Cc1ccc(NC(=O)Cn2c(=O)n(-c3ccc(Cl)c(Cl)c3)c(=O)c3c(C)c(C)sc32)c(C)c1
21. Cc1ccc2occ(CC(=O)N(Cc3ccccc3Cl)C3CCS(=O)(=O)C3)c2c1 (configuration not stated)
22. CCOC(=O)C1CCN(C(=O)Cn2nc(C)n3c(cc4c(OC)cccc43)c2=O)CC1
23. Cc1ccc(NS(=O)(=O)c2cc(Br)cc3c2N(C(=O)C2CC2)CC3)cc1C
24. Cc1cc(=O)[nH]c2nnc(SCCC(C)C)n12
assay / entry	17	18	19	20	21	22	23	24
GALK inh	2%	-2%	-15%	3%	3%	1%	0%	-3%
TSG101-PTAP inh	-1%	-6%	-1%	0%	-5%	-3%	2%	1%
FH mod	5%	-21%	-8%	10%	-26%	-10%	-9%	-5%
NTMT1 inhibitor	-15%	5%	21%	7%	-1%	1%	1%	0%
B2AR arrestin ag	1%	1%	-3%	0%	-1%	1%	-2%	-2%
p53null 32C tox	-7%	4%	-13%	11%	6%	1%	20%	-4%
p53null 39C kill	7%	-5%	-11%	-9%	1%	4%	-8%	3%

Down the list, quoted from above:
Nos. 17–24 in GALK inh: 2%, -2%, -15%, 3%, 3%, 1%, 0%, -3%
Nos. 17–24 in FH mod: 5%, -21%, -8%, 10%, -26%, -10%, -9%, -5%

Continued.
25. CCCN(C(=O)c1c(C)oc2ncn(CC(C)C)c(=O)c12)c1ccccc1C
26. O=C(CN1C(=O)c2cccnc2Oc2ccc(Cl)cc21)Nc1cccc(C(F)(F)F)c1
27. CCOC(=O)c1ccc(NC(=O)c2nc(SCc3ccc(F)cc3)ncc2Cl)cc1
28. CN(C(=O)CSc1nc2ccccc2n1CC(=O)N(C)C1CCCCC1)c1ccc(F)cc1
29. Cc1ccc(CNC(=O)Nc2cc(C(=O)NCc3ccc(C(C)C)cc3)ccc2N2CCCC2)cc1
30. Cc1ccc(-c2cc(C(=O)Oc3ccccc3)c3cccc(C)c3n2)cc1
31. CC(C)NC(=O)C1CCN(c2nc3ccccc3nc2C(F)(F)F)CC1
32. CCOC(=O)c1ccc(NC(=O)CCCc2nc(-c3ccccc3Cl)no2)cc1
assay / entry	25	26	27	28	29	30	31	32
GALK inh	-2%	6%	0%	-2%	-1%	1%	0%	-13%
TSG101-PTAP inh	-2%	4%	6%	-19%	-15%	1%	0%	1%
FH mod	9%	-20%	-22%	-28%	-16%	-5%	10%	-26%
NTMT1 inhibitor	12%	8%	6%	9%	0%	-3%	-3%	2%
B2AR arrestin ag	2%	0%	-2%	0%	-1%	1%	0%	-1%
p53null 32C tox	3%	21%	-6%	-3%	24%	-2%	2%	-2%
p53null 39C kill	-2%	-6%	-17%	3%	19%	2%	6%	?

33. Cc1ccc(-n2nc(C)c3c(C)cc(=O)n(CC(=O)Nc4ccc(C(C)C)cc4)c32)cc1
34. COc1ccc(N2CCN(C(=O)c3cn(C)c4ccc(S(=O)(=O)N5CCOCC5)cc4c3=O)CC2)cc1
35. CCCCSCCCNC(=O)C1CCN(Cc2nc(-c3ccc(CC)cc3)oc2C)CC1
36. CCOc1cc2[nH]c(=O)n(CCCCCC(=O)NC(C)CC)c(=O)c2cc1OCC (configuration not stated)
37. CC(=O)OC1=CN(Cc2ccccc2)S(=O)(=O)c2ccccc21
38. Cc1oc2ccc(O)c(CN(C)Cc3ccccc3)c2c1C(=O)Nc1cccc(Cl)c1C
39. O=C(Nc1ccc(NC(=O)c2cc3ccccc3o2)cc1)c1ccccc1
40. COc1cccc(Cn2c(CNC(=O)C(C)C)nc3cccnc32)c1
assay / entry	33	34	35	36	37	38	39	40
GALK inh	-1%	0%	0%	-6%	0%	1%	-1%	3%
TSG101-PTAP inh	-1%	-3%	-4%	1%	0%	-3%	-5%	-3%
FH mod	28%	5%	-22%	4%	-5%	-27%	-3%	-4%
NTMT1 inhibitor	-7%	?	-2%	3%	-3%	3%	-2%	2%
B2AR arrestin ag	0%	-2%	1%	-2%	-4%	-1%	0%	-1%
p53null 32C tox	-4%	3%	0%	-5%	-1%	5%	10%	2%
p53null 39C kill	2%	-8%	-14%	14%	-7%	-2%	10%	15%

41. Cc1c(Cl)cccc1NC(=O)CSc1nc(=O)[nH]c2c1CCCC2
42. Cn1cnc2c(=O)oc3ccc(S(=O)(=O)N4CCN(c5ccccc5F)CC4)cc3c21
43. O=C(Cn1ccc2cc(S(=O)(=O)N3CCCCCC3)ccc21)NCc1ccccc1Cl
44. Cc1ccc(NC(=O)Nc2c(C)n(C)n(-c3ccccc3)c2=O)c(Cl)c1
45. COc1c(Cl)cc(Cl)cc1C(=O)Nc1cccc2cccnc12
46. O=C(NCCCN1CCN(c2ccccc2)CC1)c1sc2ncccc2c1-n1cccc1
47. O=C(CC(c1cccs1)N1Cc2ccccc2C1=O)Nc1ccc(Cl)cc1 (configuration not stated)
48. COc1ccc(-c2c(C)c3ccc(O)c(CN4CCOCC4)c3oc2=O)cc1
assay / entry	41	42	43	44	45	46	47	48
GALK inh	0%	?	0%	0%	9%	0%	0%	1%
TSG101-PTAP inh	-11%	-3%	1%	-8%	1%	-3%	0%	0%
FH mod	2%	/	-17%	7%	-12%	-4%	/	-18%
NTMT1 inhibitor	13%	/	4%	1%	5%	-5%	/	7%
B2AR arrestin ag	-2%	0%	1%	-2%	0%	0%	1%	0%
p53null 32C tox	1%	-2%	7%	1%	-5%[9.22 µM]	-8%	13%	-9%
p53null 39C kill	12%	6%	27%	-15%	-6%	-8%	-16%	-1%

49. Nc1ccc2oc(Cc3ccc(Cl)cc3)nc2c1
50. CCn1cc(C(=O)NCc2ccccc2OC)c(=O)c2cc(S(=O)(=O)N3CCCCCC3)ccc21
51. O=C(c1ccccc1)N1CCCC(c2nc3c(nnn3Cc3ccc(F)cc3F)c(=O)[nH]2)C1 (configuration not stated)
52. CCc1nnc(SCc2c(F)cccc2Cl)c2cc3sccc3n12
assay / entry	49	50	51	52
GALK inh	0%	-3%	-3%	1%
TSG101-PTAP inh	-6%	-8%	-3%	-3%
FH mod	?	-23%	-2%	-10%
NTMT1 inhibitor	0%	-22%	-2%	-1%
B2AR arrestin ag	0%	1%	-3%	1%
p53null 32C tox	-9%	16%	1%	0%
p53null 39C kill	-15%	10%	-5%	-11%
